Source: PubChem BioAssay
MITF inh: MITF inhibitors, primary screen, biochemical, AlphaScreen, human; AlphaScreen MITF homodimerization, bead proximity signal; inhibition, % at 2.6 µM; 650,000 compounds, 0.91% hits; AID 1259374, 2018; in the data active = inhibition above about 50%;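 also: 0% = vehicle wells with protein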
FBW7 act: FBW7 E3 ligase activators, primary screen, biochemical, AlphaScreen, human; F-box/WD repeat-containing protein 7 (Homo sapiens), Q969H0; AlphaScreen FBW7–phospho-cyclin E peptide binding, activator screen; normalized activity (activation), % at 26.1 µM; 650,000 compounds, 0.13% hits; AID 1259310, 2017; in the data active = normalized activity above about 1.9%;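 also: purified mutant Fbw7 with reduced substrate affinity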
Target sequence (Q969H0 whole entry, looked up): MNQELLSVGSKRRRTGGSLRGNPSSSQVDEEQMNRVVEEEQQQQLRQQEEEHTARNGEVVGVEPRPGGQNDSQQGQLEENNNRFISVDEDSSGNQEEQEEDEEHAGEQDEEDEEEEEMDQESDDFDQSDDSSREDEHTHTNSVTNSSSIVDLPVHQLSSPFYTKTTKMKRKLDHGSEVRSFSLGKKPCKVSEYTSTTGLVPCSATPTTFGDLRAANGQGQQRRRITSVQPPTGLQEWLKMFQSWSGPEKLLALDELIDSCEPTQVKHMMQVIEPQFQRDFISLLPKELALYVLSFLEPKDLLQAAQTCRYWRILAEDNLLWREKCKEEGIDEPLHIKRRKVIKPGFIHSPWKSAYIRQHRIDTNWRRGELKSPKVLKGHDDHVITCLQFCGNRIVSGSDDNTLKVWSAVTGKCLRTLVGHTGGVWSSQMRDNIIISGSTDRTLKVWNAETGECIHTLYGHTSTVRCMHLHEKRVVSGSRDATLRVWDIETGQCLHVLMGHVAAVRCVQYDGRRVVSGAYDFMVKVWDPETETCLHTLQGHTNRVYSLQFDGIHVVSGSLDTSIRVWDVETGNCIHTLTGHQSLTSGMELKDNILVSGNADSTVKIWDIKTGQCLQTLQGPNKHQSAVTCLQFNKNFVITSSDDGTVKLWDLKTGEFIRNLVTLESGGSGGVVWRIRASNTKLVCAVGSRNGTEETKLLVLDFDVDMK
TEAD-YAP block: TEAD-YAP interaction inhibition, primary screen, TEAD-YAP interaction inhibitor project, luminescence, HEK-TIYL cells; TEAD-Gal4/YAP UAS-luciferase luminescence; inhibition, % at 9.12 µM; 640,000 compounds, 1.4% hits; AID 1259422, 2018; in the data active = inhibition above about 32%;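 also: 0% = median of test compound wells and 100% = reference inhibitor wells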
GPR151 ag: activators of human GPR151, primary screen, cell-based, PathHunter beta-arrestin, luminescence | PathHunter beta-arrestin GPR151 cells | activation, % at 11.2 µM | G-protein coupled receptor 151 (Homo sapiens), Q8TDV0 | 650,000 compounds, 1% hits | AID 1508602, 2020; in the data active = activation above about 4.9%;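 also: 0% = median of compound wells and 100% = cells with positive control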
Target sequence (Q8TDV0 whole entry, looked up): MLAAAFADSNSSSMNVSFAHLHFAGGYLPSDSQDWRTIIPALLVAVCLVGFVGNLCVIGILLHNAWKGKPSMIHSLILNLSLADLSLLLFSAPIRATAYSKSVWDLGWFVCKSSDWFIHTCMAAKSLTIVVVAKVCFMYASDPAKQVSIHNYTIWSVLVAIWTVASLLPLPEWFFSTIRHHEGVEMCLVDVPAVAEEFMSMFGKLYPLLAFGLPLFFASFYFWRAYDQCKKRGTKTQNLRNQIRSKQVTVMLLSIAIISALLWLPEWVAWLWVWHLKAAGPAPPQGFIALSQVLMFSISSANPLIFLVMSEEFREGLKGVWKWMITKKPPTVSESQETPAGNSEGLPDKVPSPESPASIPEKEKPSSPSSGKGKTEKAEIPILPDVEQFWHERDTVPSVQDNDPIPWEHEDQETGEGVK
An asterisk follows results filed as active.

SMILES | MITF inh | FBW7 act | TEAD-YAP block | GPR151 ag
CCOC(=O)N1CCC(c2cc(=O)n3[nH]ccc3n2)CC1 | 4 | 0.0 | -13 | -1.4
COCCn1c(-c2ccc(C)cc2)csc1=Nc1ccccc1 | 21 | -0.2 | 2 | 2.3
CC(=O)NC(C(=O)NCC1CCC2(CCN(CC=C(C)C)CC2)O1)C(C)C (configuration not stated) | 12 | -0.1 | 6 | -0.1
N#CC1=C2NC(=O)c3c(sc4c3CCCC4)N2C2=C(C(=O)CCC2)C1c1ccc([N+](=O)[O-])cc1 (configuration not stated) | 6 | -0.1 | 4 | 0.6
CC(=O)N1CCc2cc(Br)cc(S(=O)(=O)Nc3cccc4c3CCCC4)c21 | 16 | 0.1 | 4 | 0.2
COc1ccc(NC(=O)Cn2c(C)cc3ccccc3c2=O)cc1Cl | -11 | 0.1 | -10 | 0.6
Cc1ccc(-c2nnc(NC(=O)c3cccc(F)c3)o2)cc1C | -9 | -0.2 | -2 | -1.5
Cc1ccc(S(=O)(=O)NCc2ccccc2)cc1C(=O)O | -6 | -0.2 | -4 | -2.0
O=C(CSc1nccn1Cc1ccc2c(c1)OCO2)Nc1nc2ccccc2s1 | -3 | -0.4 | 3 | 1.3
COc1ccc(CC(=O)NCCNc2ccc(C)nn2)cc1 | -2 | -0.1 | 12 | -0.5
CCOC(=O)c1c(NC(=O)CSc2nnc(CNC(=O)c3ccc(C)c([N+](=O)[O-])c3)n2C)sc2c1CCC2 | 15 | -0.1 | 3 | -1.2
O=C(NCc1cccnc1)c1cccc(N2CCc3ccccc3C2)c1 | 6 | 0.0 | -1 | -0.9
COc1cccc(CNS(=O)(=O)CCCOc2ccc(F)cc2)c1 | -21 | 0.3 | -4 | -0.6
O=C(Nc1ccc(Br)cc1)/C(=C/c1cccc([N+](=O)[O-])c1)NC(=O)c1ccccc1Br | -1 | 0.0 | 0 | -0.4
COc1ccc2c(c1)CC(C(=O)Nc1ccc(-c3cn[nH]c3C)cc1C(=O)N(C)OC)CO2 (configuration not stated) | 38 | -0.5 | 0 | -0.5
CC(C)(C)c1cc(C(=O)N2CCC(c3ccncc3)CC2)n[nH]1 | -4 | -0.1 | -6 | -0.6
CCOC(=O)c1cnc2ccc(F)cc2c1NCc1ccccc1 | 10 | 1.1 | -2 | 1.4
CCC(C)NC(=O)Cn1ncc2ccccc21 (configuration not stated) | 6 | 0.2 | 9 | -0.3
O=C(CCN1CCN(c2ccccc2)CC1)NNC(=O)c1ccc([N+](=O)[O-])s1 | 5 | 0.0 | 1 | -0.3
CC(C)N(C)C(=O)C1CC(Cc2ccc(F)cc2)=NO1 (configuration not stated) | 10 | 0.0 | -10 | 2.1
CC(=O)Nc1cccc(N=Cc2cc(Br)cc(Br)c2O)c1 | 16 | 0.2 | 2 | -0.3
NC(=O)c1ccc(-c2nc(NCCOc3ccccc3)c3ncn(C4CCCCC4)c3n2)cc1 | 1 | 0.0 | -6 | -1.8
O=C(CSc1nc2ccccc2n1CC(=O)N1CCCC1)Nc1nccs1 | 9 | -0.1 | -2 | 0.3
CCC(C)c1ccc(NC(=O)Cn2nnc(-c3ccc(Cl)cc3-n3cnnn3)n2)cc1 (configuration not stated) | 2 | -0.1 | -1 | -0.2
COc1cccc(OCC(O)CN2CCN(c3cccc(Cl)c3)CC2)c1 (configuration not stated) | 7 | 0.0 | 3 | -1.7
COC(=O)c1c(NC(=O)c2ccc([N+](=O)[O-])o2)sc(Cc2ccc3c(c2)OCO3)c1C | 55* | 0.1 | 2 | 2.0
Cc1c(NC(=O)c2cc3ccccc3oc2=O)c(=O)n(-c2ccccc2)n1C | 1 | -0.1 | -3 | -0.1
O=C(Nc1ccc(N2CCOCC2)cc1)c1cc(Cl)nc2ccccc12 | -20 | 0.1 | 20 | -1.0
Cc1cc(C)cc(C(=O)N2CC(=O)Nc3ccc(Cl)cc3C2c2ccccc2)c1 (configuration not stated) | -1 | 0.1 | -14 | 1.7
COc1ccc(CCNC(=O)[C@H](Cc2ccccc2)N2Cc3ccccc3C2=O)cc1OC | 3 | 0.1 | 8 | -0.7

Reprinted at random: two records from the list
SMILES | MITF inh | FBW7 act | TEAD-YAP block | GPR151 ag
CCC(C)NC(=O)Cn1ncc2ccccc21 (configuration not stated) | 6 | 0.2 | 9 | -0.3
CCC(C)c1ccc(NC(=O)Cn2nnc(-c3ccc(Cl)cc3-n3cnnn3)n2)cc1 (configuration not stated) | 2 | -0.1 | -1 | -0.2

Continuation:
SMILES | MITF inh | FBW7 act | TEAD-YAP block | GPR151 ag
O=C(CSc1ccc2nnc(-c3ccc(F)cc3)n2n1)NCc1ccc2c(c1)OCO2 | 8 | -0.1 | -8 | 0.4
O=C1CCC(CCC(=O)N2CCCCC2)(Cc2ccc3ccccc3c2)N1 (configuration not stated) | 1 | -0.1 | -2 | 0.2
Cc1ccc(NC(=O)c2ccc3ccccc3n2)cc1 | -11 | 0.1 | -68 | 1.5
CCn1cnc2sc(C)c(-c3ccc(C)c(C)c3)c2c1=O | -1 | 0.3 | -7 | 2.5
c1coc(CNc2nc(Nc3ccc4c(c3)OCO4)nc(N3CCOCC3)n2)c1 | 16 | 0.2 | -22 | 0.5
O=c1[nH]c2ccc(N=Cc3ccc(O)cc3O)cc2[nH]1 | 8 | 0.0 | 9 | 0.5
O=C1CC(C(=O)Nc2ccc(C(=O)O)cc2)C(c2ccccc2)O1 (configuration not stated) | 9 | -0.1 | 4 | 0.1
Cn1ccnc1SCc1ccc([N+](=O)[O-])cc1 | 5 | 0.3 | -12 | -0.9
COc1ccc(OCCCC(=O)OCC(=O)NC(=O)NC(C)C)cc1 | 9 | 0.6 | 1 | -0.5
O=C(CN1C(=O)C2C3CCC(C3)C2C1=O)OCC(=O)c1cccc([N+](=O)[O-])c1 (configuration not stated) | 19 | 1.2 | 8 | 0.1
COc1ccc(C2CC(=O)C3=C(C2)Nc2ccccc2N(C(=O)CC(C)C)C3c2ccc(F)cc2)cc1 (configuration not stated) | 14 | 0.3 | 3 | -0.2
CCNc1nc2nonc2nc1NCC | 4 | 0.0 | 8 | 1.3
CN(CC(=O)NCCc1ccccc1)S(=O)(=O)c1ccc2ccccc2c1 | 9 | 0.1 | -5 | 0.0
CCN(CC)c1ncnc2sc(C(=O)N3CCCCCC3)c(C)c12 | -20 | -0.1 | -12 | -0.7
CCOC(=O)C1CCN(C(=O)c2cnn3c(C)cc(C)nc23)CC1 | 13 | 0.3 | -7 | -1.8
O=C(O)CCCC(=O)N1CCC2(CC1)NCCc1c2[nH]c2ccccc12 | -25 | -0.2 | 1 | -1.2
CC(C)OCC(O)Cn1c(Br)nc2c1c(=O)n(C)c(=O)n2C (configuration not stated) | -5 | -0.1 | -4 | 0.7
CCCC(c1nnnn1Cc1cccs1)N1CCN(Cc2ccncc2)CC1 (configuration not stated) | -8 | -0.2 | -3 | -1.1
Cc1ccc(NC(=O)c2ccc(N(C)S(=O)(=O)c3ccccc3)cc2)cc1 | -7 | -0.2 | 16 | -1.3
Cc1ccc(S(=O)(=O)C2(C(=O)N3CCc4ccccc43)CC2)cc1 | 16 | 0.0 | -2 | 1.1
O=C(Nc1ccc(Br)cc1)C(=O)NC1CCCCCC1 | 21 | 0.1 | -16 | -0.4
Cc1ccc(N(C)S(=O)(=O)c2ccc3[nH]cc(C(=O)N(C)Cc4ccccc4)c(=O)c3c2)cc1C | -1 | 0.7 | 22 | -0.7
COc1cc(CO)ccc1OCc1cccc(C(=O)O)c1 | 9 | 0.2 | 74* | -10
Cc1ccccc1OCC(=O)NCc1ccncc1 | -9 | 0.0 | 11 | -0.6
COc1cccc(C2CC(c3cccs3)=NN2C(=O)CSc2nnc(CNC(=O)c3ccccc3)n2-c2cc(C)ccc2C)c1OC (configuration not stated) | 8 | 0.3 | 19 | 2.6
Cc1cccc(-n2c(CNC(=O)Cc3ccccc3)n[nH]c2=S)c1 | 5 | 0.6 | -1 | 0.0
CCOC(=O)C1(CC2CC2)CCN(Cc2cnc(N(C)C)s2)CC1 | -15 | 0.1 | -5 | -0.6
O=C(Nc1ccccc1F)Nc1cccc2ccccc12 | -21 | 0.0 | -31 | 3.6
CC(=O)C1C(=O)CC(C)(O)C(C(C)=O)C1c1ccc(C)cc1 (configuration not stated) | 2 | 0.0 | 12 | -0.2
C/C=C\C(=O)Nc1scc2c(C(=O)OCC)nn(-c3ccc(OC)cc3)c(=O)c12 | -7 | 0.0 | -11 | -0.5
CS(=O)(=O)N(Cc1cccnc1)C1CCN(CCc2ccccn2)CC1 | -2 | 0.3 | 8 | 0.2
Cc1ccnc(N2CCCC(C(=O)Nc3c(C)cccc3C)C2)n1 (configuration not stated) | -8 | 0.1 | 0 | 0.4
CC(=O)N(C)c1ccc(N=Cc2ccc(C)o2)cc1 | 13 | 0.3 | -1 | 0.4
CC1=C(C(=O)Nc2cc(Cl)ccc2C)C(c2ccccc2Cl)NC(=O)N1 (configuration not stated) | 0 | 0.0 | -2 | 0.9
CC(=O)c1ccc(NCC2COc3ccccc3O2)c([N+](=O)[O-])c1 (configuration not stated) | -6 | -0.1 | -38 | 1.1
O=C1Nc2ccccc2/C1=C/c1ccco1 | 20 | 0.0 | -8 | -0.4
COc1cc(CN2CCN(C(=O)c3cc(OC)c(OC)c(OC)c3)CC2)cc(OC)c1 | 55* | 0.4 | 4 | -1.1
Fc1ccccc1Nc1c2c(nc3ncnn13)CCC2 | -9 | -0.1 | -31 | -0.7
CC(=O)NNC(=O)CNS(=O)(=O)c1ccccc1 | -10 | -0.1 | -8 | 2.5
CCN(CC)S(=O)(=O)c1ccc(C(=O)Nc2nc(-c3ccccc3)c(C(=O)c3ccccc3)s2)cc1 | 13 | 0.1 | 7 | -1.9

An excerpt from above in order of molecular weight, ascending.
SMILES | MITF inh | FBW7 act | TEAD-YAP block | GPR151 ag
O=C1Nc2ccccc2/C1=C/c1ccco1 | 20 | 0.0 | -8 | -0.4
Fc1ccccc1Nc1c2c(nc3ncnn13)CCC2 | -9 | -0.1 | -31 | -0.7
CC(=O)NNC(=O)CNS(=O)(=O)c1ccccc1 | -10 | -0.1 | -8 | 2.5
O=C(Nc1ccccc1F)Nc1cccc2ccccc12 | -21 | 0.0 | -31 | 3.6
CC(=O)C1C(=O)CC(C)(O)C(C(C)=O)C1c1ccc(C)cc1 (configuration not stated) | 2 | 0.0 | 12 | -0.2
CC(=O)c1ccc(NCC2COc3ccccc3O2)c([N+](=O)[O-])c1 (configuration not stated) | -6 | -0.1 | -38 | 1.1
CCOC(=O)C1(CC2CC2)CCN(Cc2cnc(N(C)C)s2)CC1 | -15 | 0.1 | -5 | -0.6
CS(=O)(=O)N(Cc1cccnc1)C1CCN(CCc2ccccn2)CC1 | -2 | 0.3 | 8 | 0.2
CC1=C(C(=O)Nc2cc(Cl)ccc2C)C(c2ccccc2Cl)NC(=O)N1 (configuration not stated) | 0 | 0.0 | -2 | 0.9
COc1cc(CN2CCN(C(=O)c3cc(OC)c(OC)c(OC)c3)CC2)cc(OC)c1 | 55* | 0.4 | 4 | -1.1
CCN(CC)S(=O)(=O)c1ccc(C(=O)Nc2nc(-c3ccccc3)c(C(=O)c3ccccc3)s2)cc1 | 13 | 0.1 | 7 | -1.9

New compounds follow.
SMILES | MITF inh | FBW7 act | TEAD-YAP block | GPR151 ag
COC(=O)c1c(C)oc2ccc(N(C(=O)Oc3ccccc3)S(=O)(=O)c3ccc(Cl)cc3)cc12 | -9 | -0.1 | 7 | -0.2
O=C(c1ccc2c(=O)n3c(nc2c1)CCCCC3)N1CCCC1 | 3 | 0.6 | 11 | -0.4
CCNc1nc(NCC)nc(SCCOC(=O)c2ccccc2)n1 | -18 | 0.3 | 3 | 0.9
CCCc1[nH]n(-c2ccc([N+](=O)[O-])cc2)c(=O)c1C=N | -10 | 0.2 | 6 | -4.8
COc1ccc(/C=C2\C=C(c3ccccc3)N(c3ccc(-c4ccccc4)cc3)C2=O)cc1 | 7 | 0.1 | 8 | 7.0*
Cc1ccc(NC(=O)C2C3C=CC4(O3)C2C(=O)N(CCC(C)C)C4C(=O)NC2CCCC(C)C2C)cc1C (configuration not stated) | -3 | 0.1 | 21 | 1.7
COc1cc(OC)cc(C(=O)Oc2coc(CSc3nc(C)cs3)cc2=O)c1 | -6 | 0.0 | 1 | 2.8
COc1ccccc1N1CCN(C(=O)c2csc(NC(=O)c3ccccc3)n2)CC1 | 15 | 0.0 | 0 | -0.7
CC1CCCCN1S(=O)(=O)c1ccc(NC(=O)COc2ccc3ccccc3c2)cc1 (configuration not stated) | -2 | -0.2 | 6 | -0.6
CNC(=S)N/N=C/c1cc(C)ccc1C | -1 | 0.0 | 10 | 0.5
O=c1[nH]c2ccc(N=Cc3ccc(F)cc3)cc2[nH]1 | -8 | 1.0 | 8 | 0.1
c1ccc(-c2nc(NCc3nc4ccccc4[nH]3)c3[nH]cnc3n2)cc1 | 12 | 0.0 | -12 | -1.5
O=C(NC(=S)Nc1ccc2nn(-c3ccccc3)nc2c1)c1ccc(Cl)cc1 | -9 | 0.1 | -6 | 2.3
O=C(c1cc(-c2cccs2)[nH]n1)N1CCN(c2ccccn2)CC1 | 6 | -0.3 | -8 | 0.2
Cn1c(=O)c2c(nc(N3CCOCC3)n2Cc2ccc(F)cc2)n(C)c1=O | 2 | 0.0 | -2 | 3.6
COc1cc([N+](=O)[O-])ccc1NC(=S)N1CCN(Cc2ccc3c(c2)OCO3)CC1 | 17 | -0.2 | -1 | -1.1
CC1CC(C)CN(Cc2nc3sc4c(c3c(=O)[nH]2)CCC4)C1 (configuration not stated) | 2 | -0.2 | -4 | -0.2
COc1ccc(C2CC(=O)C3=C(C2)Nc2ccccc2NC3c2cc3c(cc2[N+](=O)[O-])OCO3)cc1OC (configuration not stated) | 21 | -0.1 | -56 | -0.5
